# Yfh1-depleted yeast – mitochondrial function rescue without frataxin homolog – Friedreich's ataxia, plus single-dose screen, dose response (AID 1465) | S. cerevisiae Yfh1-off respiration, WST-1 reduction, 72 h; higher fold induction means a stronger effect | fold induction at 50 µM, or EC50 in µM where a hit was titrated | hit rate 0.074% among 220,000;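 active = fold induction of absorbance versus untreated yeast above a set limit, then at least 30% activation at any dose in follow-up; inconclusive = repeats straddling the limit, or above it without dose testing; inactive = fold induction below the set limit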;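 also: activators that raise dye reduction in frataxin-depleted yeast; strong numbers were not always called active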
# M17LAP inhibition – P. falciparum M17LAP inhibitors, primary screen, biochemical, fluorogenic H-Leu-NHMec substrate, 1536-well (AID 1619); recombinant M17LAP, H-Leu-NHMec fluorogenic kinetic assay; higher % means a stronger effect; inhibition, % at 30 µM, or IC50 in µM where a hit was titrated; hit rate 0.38% among 220,000;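 active = compound inhibiting the enzyme by more than half at any dose during confirmatory dose-response retesting; inconclusive = strong single-dose inhibitors picked by rank but not retested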;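 also: plate controls were full reaction with DMSO carrier for no effect and no enzyme background for full effect; strong numbers were not always called active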
# Dynein cargo inh – blocks dynein driven cargo transport along microtubules | z-score, hits read low | 3617.4 mouse cells, GR-EGFP nuclear translocation imaging; test concentration mostly 20 µM; stimulated with dexamethasone, 1 µM; active compounds read low | AID 1381 | hit rate 0.47% among 220,000;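 active = plate z-score of nuclear minus cytoplasmic receptor signal below a set negative limit, without overly bright fluorescence or cell loss, cut at about -3.5 in these data, passing the limit was not always enough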;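 also: z-score of nuclear minus cytoplasmic ring GR-EGFP intensity difference per well; some compounds called inactive have numbers as strong as hits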
#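 Medium: Induction medium lacking tetracycline, stripped serum | Probe or stimulus: 1.0 µM final dexamethasone stimulus | Schedule: 48 h induction, then 1 h compound, then 30 min agonist, 37 °C | Signal: Automated 10x imaging of fixed Hoechst-stained cells | Evaluation: Per-cell GR-EGFP intensity, nucleus versus surrounding cytoplasmic ring, well-averaged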
# Autophagy mod – modulators of autophagy | MEF GFP-LC3 puncta imaging; test concentration mostly 10 µM | calls only at 10 µM (by protocol) | hit rate 0.98% among 190,000 | AID 463193;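 active = percentage of spot-positive cells more than 3 SD above its plate mean, without a fluorescence outlier flag or 80% toxicity; inconclusive = no clear call, values can overlap the other calls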;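 also: spot-positive cell cutoff set from DMSO-treated cells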
# NOD1 inhibition – inhibition of NOD1-driven NF-kB reporter – cell-based, luminescence, uHTS, primary screen (AID 1578); one-dose inhibition, % at 4 µM; EC50 in µM for titrated hits; hit rate 1% among 290,000; NOD1-driven NF-kB luciferase reporter cells, luminescence; higher % means a stronger effect; in the data active = inhibition mostly above about 36%, no sharp cut-off; inactive = mostly below about 34%;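 also: HEK-293T reporter cells stimulated with the NOD1 agonist gamma-tri-DAP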
# bCat nuc transl – beta-catenin nuclear translocation modulation; HeLa beta-catenin nuclear translocation, immunofluorescence imaging; nuclear translocation activity, % at 5 µM; hit rate 0.3% among 190,000; AID 1665;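 active = nuclear translocation activity above 50% at 5 µM, with a well cell count of 50 or more; inconclusive = wells under 50 cells across six images, flagged as toxic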;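 also: per-cell ratio of nuclear to cytoplasmic median beta-catenin stain intensity; plate controls were DMSO negative control for no effect and GSK-3 inhibitor IX positive control for full effect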
#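 Test system: human HeLa cell line; Doses: 5 µM primary, 0.02–20 µM confirmation; Incubation: 24 h compound exposure, 37°C; Detection: beta-catenin immunofluorescence imaging with DAPI; Read-out: beta-catenin nuclear/cytoplasmic ratio, % activation.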
# NOD2 inhibition – NOD2 signaling inhibitors, cell-based, luminescence, uHTS, HEK293 (AID 1566); HEK293 NOD2/NF-kB luciferase reporter, luminescence; higher % means a stronger effect; inhibition, % at 4 µM; hits with a dose series show EC50 in µM; hit rate 0.63% among 290,000; in the data active = inhibition above about 50%; also: many of its hits are not listed in these tables
# Ins promoter up – MIN6 insulin promoter up-regulation | MIN6 insulin promoter-GFP reporter, high-content imaging; active compounds read high | z-score at 5 µM | hit rate 0.3% among 190,000;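 active = z-score above 3 at 5 µM with at least 500 cells counted in the well; inconclusive = wells under 500 cells, flagged as cytotoxic or low count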
# MT stabilizer – microtubule stabilizers in HeLa cells | HeLa tubulin immunostaining HCS, 24 h; share of cells brighter than vehicle mean+2SD | % tubulin-high responders, % at 10 µM | hit rate 0.83% among 200,000 | AID 2205;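 active = plate Z-score above 3 for both tubulin-high and condensed-nucleus cell shares, with cell loss under 80%, at 10 µM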;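 also: anti alpha tubulin signal scored within the nucleus-defined area of each cell; some results filed as inactive read as strong as hits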
# Dynein cargo inh cytoplasmic EGFP – second read-out of Dynein cargo inh, no call of its own (marks repeat the call); z-score; measured here: cytoplasmic GR-EGFP intensity; active compounds read high
# Dynein cargo inh nuclear GR-EGFP – second read-out of Dynein cargo inh, no call of its own (marks repeat the call); z-score; measured here: nuclear GR-EGFP intensity;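 lower value marks the stronger effect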
# Dynein cargo inh cell count – also measured in Dynein cargo inh; calls as there; z-score; measured here: cell count per field
# Ins promoter up cell count – further read-out of Ins promoter up, marked with its call; cell count; measured here: cytotoxicity, nuclei count;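 total cells summed across four imaged fields per well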
# bCat nuc transl cell count 5 µM – recorded beside bCat nuc transl, whose call it bears; cell count; measured here: cell count, cytotoxicity flag
# MT stabilizer Hoechst-high % – also measured in MT stabilizer; calls as there; % Hoechst-high responders; measured here: nuclear condensation Hoechst responders;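 share of cells brighter than vehicle mean plus two SD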
# MT stabilizer cytotoxicity % – also measured in MT stabilizer; calls as there; toxicity, %; measured here: cytotoxicity by cell density;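 0% = mean cell density of plate MIN control wells and 100% = no cells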
# Autophagy mod cell loss 18 h – recorded beside Autophagy mod, whose call it bears; toxicity, %; measured here: cell loss, nuclei count;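 cell loss after 18 h compound exposure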
# An asterisk follows results filed as active; i = inactive; ? = inconclusive; . = no result given; + = active, no number. A portion of the library; the hit share may differ from the screen's.
SMILES,Yfh1-depleted yeast,M17LAP inhibition,Dynein cargo inh,Dynein cargo inh cytoplasmic EGFP,Dynein cargo inh nuclear GR-EGFP,Dynein cargo inh cell count,Autophagy mod,Autophagy mod cell loss 18 h,NOD1 inhibition,bCat nuc transl,bCat nuc transl cell count 5 µM,NOD2 inhibition,Ins promoter up,Ins promoter up cell count,MT stabilizer,MT stabilizer Hoechst-high %,MT stabilizer cytotoxicity %
COC(=O)Cc1n[nH]c(=S)[nH]c1=O,i,-1%,-0.52,-0.3,-0.17,0.35,i,15,-7%,1.0,1123,22%,-0.25,1160,5.2,3.7,6.8
O=C(/C=C/c1ccccc1)Nc1ncn[nH]1,i,-10%,-0.85,0.022,-0.78,-0.99,i,-3,60%*,0.3,1457,22%,0.52,1386,0.3,1.4,7.9
Cc1ccc2[nH]c(=O)c(Cc3ccccc3)c(O)c2c1,i,12%,-1.1,-0.3,-0.48,1.4,i,-2,-30%,3.3,984,-8%,0.17,1477,2.1,2.1,1.3
Cc1ccc(C(=O)/C=C\C(=O)c2ccc(C)cc2)cc1,i,7%,-7.2*,0.43*,-2.4*,0.37*,+,13*,-34%,-0.6,564,-27%,0.45,1289,1.7,2.3,0.8
O=C(COC(=O)c1cccnc1Nc1ccccc1F)NCCN1C(=O)CSC1=O,i,2%,0.18,-0.19,0.52,-0.53,i,-6,-16%,-0.5,1160,-7%,-0.06,886,2.1,1.3,3.7
COc1cccc(/C=N/n2c(=S)n(C)c3ccccc32)c1OC,i,-3%,-0.34,-0.12,-0.068,0.91,i,7,-11%,0.1,978,10%,0.19,887,1.1,1.5,0.6
Cn1c(=O)c2ncn(CC(=O)Nc3cccc(-c4nc5ccccc5s4)c3)c2n(C)c1=O,i,-7%,0.61,-0.22,0.08,-0.35,i,-17,38%,0.9,785,-26%,-1.4,976,2.5,1.7,5.2
Cc1ccc(S(=O)(=O)CC2CSc3nc4ccccc4n32)cc1 (stereo not given),i,-11%,.,.,.,.,i,18,40%,1.4,1035,41%,?,.,1.2,1.5,3.5
Cc1ccc(NC(=O)CN(C)CC(=O)Nc2ccc(N3CCOCC3)cc2)c(C)c1,i,4%,-0.61,-0.33,-0.57,0.41,i,-4,31%,2.7,510,7%,0.28,1200,3.3,2.7,9.3
CCOC(=O)c1ccccc1NC(=O)/C=C/c1cc(OC)c(OC)c(OC)c1,i,-1%,0.92,-0.37,0.065,0.051,i,-4,-11%,.,.,30%,-0.5,1033,0.8,2.2,17
O=[N+]([O-])c1cc(Cl)ccc1N1CCN(c2ccccc2O)CC1,i,2%,-0.8,-0.31,-0.3,0.65,i,28,-22%,-0.7,1092,-4%,-0.23,1190,3.1,1.3,5.4
Cc1cc(Cl)ccc1OCC(=O)NCCOc1nc(N2CCOCC2)nc(N2CCOCC2)n1,i,0%,-0.44,-0.15,0.15,0.45,i,8,-28%,-2.6,1435,1%,-1.9,1112,2.3,2.6,13
CCOC(=O)N1CCC(N2C(=O)c3ccccc3C2Nc2c(C)cccc2C)CC1 (stereo not given),.,-4%,1.8,-0.034,1.2,-1.3,i,25,1%,.,.,6%,-0.63,1067,2.8,2.9,7.6
Cc1cc(C)c(C)c(S(=O)(=O)Nc2ccccc2C(=O)O)c1C,i,11%,-0.41,-0.3,0.37,0.44,i,3,30%,-6.1,934,-2%,0.81,1491,5.5,4.0,5.2
O=C(Nc1ccccc1)Nc1ccccc1C(=O)NCc1ccccc1,i,-1%,-0.19,-0.38,-0.21,0.026,i,-3,-6%,-2.5,1204,1%,.,.,0.8,1.8,7.9
CCCc1nccn1S(=O)(=O)c1cc(OC)ccc1OC,i,3%,-0.91,-0.083,-0.31,0.82,i,-5,-4%,-0.4,889,7%,-0.34,995,1.8,2.0,6.6
CC(C)c1nc(C#N)c(NCCCn2ccnc2)o1,i,-1%,-0.061,-0.12,0.083,-0.56,i,-22,17%,-3.1,882,7%,0.64,1226,1.5,2.2,10
Fc1ccc(NC(=S)N2CCCc3ccccc32)cc1,i,2%,-0.48,-0.18,-0.37,0.69,i,-2,-4%,-1.0,1298,21%,-0.61,1198,1.2,0.9,3.2
NC(=O)c1ccc(NC(=O)CCc2nc3ccccc3s2)cc1,i,0%,2.8,-0.13,3.5,-1.1,i,-17,-32%,-0.9,1153,-5%,1.7,1314,2.4,1.5,4.1
CCOC(=O)c1sc2nc(SC)nc(-c3ccccc3)c2c1N,i,-7%,0.75,-0.088,0.5,0.42,i,-3,-11%,-2.5,1125,10%,0.39,1200,3.4,2.1,2.9
S=C(NCc1ccco1)N1CCN(Cc2ccc(Cl)cc2Cl)CC1,i,6%,0.45,-0.15,-0.0082,-1.3,i,35,7%,.,.,19%,.,.,1.4,1.4,3.1
Cc1ccc(C(C)C)cc1C(=O)CC1(O)C(=O)N(C)c2ccccc21 (stereo not given),i,-2%,-0.57,-0.19,-0.26,0.37,i,0,2%,-3.9,1020,0%,-0.27,1048,1.8,1.4,5.2
N=C1C(c2ccccc2)=C(O)CN1c1cccc2ccccc12,i,4%,0.44,-0.33,0.71,1,i,18,-48%,-1.1,1073,-15%,-0.8,1225,6.2,1.7,6.6
CCN(CC)S(=O)(=O)c1ccc(N2CCOCC2)c(NC(=O)CCOc2ccccc2)c1,i,.,1.9,-0.49,0.87,-2,.,.,-8%,0.0,1354,-30%,.,.,.,.,.
O=C(O)CNC(=S)N(Cc1ccccc1F)C1CCCCC1,i,11%,-0.46,-0.38,-0.19,0.8,i,-2,14%,-1.1,1160,10%,1.4,1189,4.8,3.3,6.9
Cc1nn(-c2ccccc2)nc1CNC(=O)C1CCC1,i,3%,-0.42,-0.25,-0.18,0.42,.,.,-3%,-0.6,1066,15%,-1.6,1489,.,.,.
O=c1cc(N2CCN(c3ccccc3)CC2)[nH]c(=O)n1C1CCCCC1,i,1%,0.8,-0.22,0.53,-0.28,i,28,0%,0.1,1357,6%,-0.84,1671,5.9,2.1,6.7
CCOC(=O)Cc1csc(SCC(=O)/C(C#N)=C(\C)N)n1,i,6%,0.87,-0.23,0.61,-0.69,i,-4,-6%,-2.0,885,-1%,0.91,1160,3.0,2.1,4.0
CCOC(=O)CN1NC2(CCCCCC2)NC1=S,i,5%,-1.1,-0.29,-0.7,1.4,.,.,-6%,-2.5,1413,-2%,0.61,1149,.,.,.
COc1ccccc1Nc1nc(NCC(C)C)nc(N)c1[N+](=O)[O-],i,7%,0.37,-0.29,0.76,0.048,.,.,4%,-0.4,1301,37%,-1.1,1019,.,.,.
Cc1nnc(SCc2ccccc2)nc1/C=C/NOCc1ccc(Cl)cc1Cl,i,5%,-0.13,-0.14,-0.28,0.26,i,-4,-4%,.,.,5%,0.71,903,1.0,1.3,7.5
CC(C)(C)c1ccc(C(=O)N/N=C/c2ccc(OCCCF)cc2)cc1,i,0%,0.28,-0.1,0.98,-1.3,i,5,-33%,5.4,820,20%,-2.6,1349,1.5,1.8,18
Cc1cc(CN(C)C(=O)c2cc(COc3ccc(F)cc3Cl)on2)n[nH]1,i,10%,-1.5,-0.29,-0.53,1.5,i,6,-42%,0.2,920,-40%,.,.,2.9,1.9,7.0
COC(=O)CCCCC1SCC(NC(=O)OC)C1NC(=O)OC (stereo not given),i,-5%,3.3,-0.14,1.9,-2.1,i,-4,-9%,0.7,1127,-13%,0.27,1059,2.4,1.4,7.9
CCC(Sc1nc(C)cc(C)n1)C(=O)Nc1cc(C)on1 (stereo not given),i,-2%,-0.81,-0.3,-0.29,1.1,i,7,-23%,0.3,1023,17%,-1.2,1443,3.4,1.4,2.2
CCOC(=O)C1=Nc2ccccc2C1=[N+]=[N-],i,-5%,-2,-0.1,-0.33,0.2,i,4,24%,.,.,3%,-2.8,1160,5.9,1.8,9.8
CSc1ccccc1C(=O)Nc1cccc([N+](=O)[O-])c1,i,0%,-0.68,0.52,-0.12,0.15,i,-4,-21%,-0.5,1497,13%,-0.06,1551,1.5,2.2,5.2
CCCOc1ccc(C2C(=O)N(C3CCCCC3)CC(=O)N2C2CC2)cc1OC (stereo not given),i,-4%,-0.67,-0.21,-0.35,0.98,i,2,1%,-3.1,1400,10%,0.48,1569,1.7,1.5,6.8

# 3 structures out of the list, ordered by count of non-hydrogen atoms, falling.
SMILES,Yfh1-depleted yeast,M17LAP inhibition,Dynein cargo inh,Dynein cargo inh cytoplasmic EGFP,Dynein cargo inh nuclear GR-EGFP,Dynein cargo inh cell count,Autophagy mod,Autophagy mod cell loss 18 h,NOD1 inhibition,bCat nuc transl,bCat nuc transl cell count 5 µM,NOD2 inhibition,Ins promoter up,Ins promoter up cell count,MT stabilizer,MT stabilizer Hoechst-high %,MT stabilizer cytotoxicity %
Cc1cc(CN(C)C(=O)c2cc(COc3ccc(F)cc3Cl)on2)n[nH]1,i,10%,-1.5,-0.29,-0.53,1.5,i,6,-42%,0.2,920,-40%,.,.,2.9,1.9,7.0
COC(=O)CCCCC1SCC(NC(=O)OC)C1NC(=O)OC (stereo not given),i,-5%,3.3,-0.14,1.9,-2.1,i,-4,-9%,0.7,1127,-13%,0.27,1059,2.4,1.4,7.9
CSc1ccccc1C(=O)Nc1cccc([N+](=O)[O-])c1,i,0%,-0.68,0.52,-0.12,0.15,i,-4,-21%,-0.5,1497,13%,-0.06,1551,1.5,2.2,5.2
